KLF5 inhibitor = KLF5 expression inhibitors, primary screen, DLD-1 cells, luminescence; DLD-1 KLF5 promoter-luciferase reporter; inhibition, % at 5 µM; hit rate 0.23% among 290,000;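 active = inhibition above a per-plate limit of that plate's mean compound inhibition plus 3 SD, cut at about 60% in these data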;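 also: 0% = DMSO wells and 100% = LY294002 at 200 µM; higher means less KLF5 promoter-driven luciferase light; inactives centre near -14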
HSP90 inh = HSP90 inhibitors, primary screen, cell lysate, luminescence; Heat shock protein HSP 90 (rabbit reticulocyte lysate; luciferase refolding); Rabbit reticulocyte lysate, luciferase refolding luminescence, 3 h; inhibition, % at 5.6 µM; hit rate 0.91% among 290,000; AID 1789, 2009;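 active = inhibition above the screen-wide mean plus 3 SD, computed separately per campaign, cut at about 16% in these data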;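 also: 0% = DMSO wells and 100% = 60 µM geldanamycin wells; inhibitors lower the luminescence because luciferase stays unfolded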
AI-2 QS modul = Vibrio harveyi AI-2 quorum sensing modulators, primary screen, JMH597 strain, luminescence/OD600 ratio. AID 2094, 2009. activity change, % at 7.5 µM. hit rate 0.4% among 300,000. Vibrio harveyi JMH597 AI-2 luminescence/OD600 ratio, 9 h; hits give low values; strain lacks LuxN and CqsS sensors; 0 = neutral-control median; in the data active = activity change below about -75%, passing the limit was not always enough; inconclusive = no clear call, values can overlap the other calls;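 also: luminescence divided by OD600 gain over 9 h not by final OD600 alone; inactives centre near 13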
aSyn UTR inh = MLPCN primary screen, SNCA 5' untranslated region; AID 1813, 2009; alpha-synuclein 5'UTR reporter, inhibitor activity; inhibition, % (tested at 7.5 µM); hit rate 0.82% among 300,000; in the data active = inhibition above about 60%; inconclusive = no clear call, values can overlap the other calls;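 also: H4 neuroglioblastoma cells stably carrying SNCA 5'UTR luciferase fusion; 0% = DMSO wells and 100% = positive control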
Platelet DG rel = inhibitors of platelet dense granule secretion, primary screen, cell-based, MLPCN, human platelets | human platelet-rich plasma, SFLLRN dense granule ATP release, luminescence | hit rate 0.22% among 300,000 | inhibition, %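 (compounds screened at 7.5 µM in platelet-rich plasma)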;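 active = mean replicate score, as percent of positive control, at or above 50; inconclusive = mean below 50 but at least one replicate at or above 50; inactive = mean and every replicate below 50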
HSF1 inh = HSF1 inhibitors in luciferase reporter cells, primary screen, cell-based, NIH3T3, luminescence. activity change, negative = inhibition, % at 7.5 µM (by protocol). NIH3T3-HGL HSE-luciferase, MG132-induced, luminescence 8 h; hits give low values. hit rate 0.77% among 300,000. AID 2098, 2009;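 active = more than half of replicate wells show activity change below -50%, luminescence cut by over half; inconclusive = some wells, but at most half, below -50%; inactive = no replicate well below -50%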;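 also: luciferase reports HSF-1 transcriptional activity via heat shock element; 0% = median of DMSO wells and -100% = zero luminescence signal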
IEC-6 tox = cytotoxicity in IEC-6 intestinal epithelial cells, primary screen, cytotoxicity control for KLF5 inhibitor project, cell-based, luminescence. IEC-6 cytotoxicity, luminescence viability. inhibition, % at 5 µM. hit rate 0.78% among 290,000; in the data active = inhibition above about 22%;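 also: 0% = plate median of test compound wells and 100% = cytotoxic reference compound wells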
HIF act = HIF pathway transcriptional activators, primary screen, cell-based, U2OS HRE-luciferase, luminescence; U2OS HRE-luciferase reporter; normalized: DMSO 0%, desferrioxamine 100%; activation, % at 7.5 µM (by protocol); hit rate 0.32% among 300,000; AID 1910, 2009;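 active = mean activation of at least 10% of the iron chelator positive control signal, with at least half of replicates also reaching 10%; inconclusive = mean and replicate majority disagree about reaching 10%; inactive = mean and most replicates under 10%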
HSF-1 act = HSF-1 activators, primary screen, NIH3T3-HGL cells, MG132 stress, luminescence, single point; NIH3T3-HGL HSF-1 luciferase reporter, 8 h; 100% = twice DMSO control signal; hit rate 1.7% among 300,000; AID 504408, 2011; activation, % at 9 µM;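 active = mean replicate activation of at least 50% with a set share of replicates each reaching 50%; inconclusive = only one of those two conditions met; inactive = mean below 50% and too few replicates reaching it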;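 also: 0% = median of the neutral control wells and 100% = twice that signal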
SKKanGAS inh = S. pyogenes SKKanGAS growth inhibitors in kanamycin, primary screen, streptokinase expression inhibitor project, SKKanGAS strain, BacTiter-Glo luminescence; hit rate 1.3% among 300,000; 6 h; inhibition, % at 7.5 µM;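 active = mean replicate score, as percent of positive control median, at least 50; inconclusive = mean below 50 but one replicate at or above 50; inactive = mean and every replicate below 50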;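 also: strain carries kanamycin resistance gene driven by streptokinase promoter and grows in 40 µg/ml kanamycin; loss of luminescence reflects streptokinase promoter inhibition or plain growth inhibition; 0% = median of DMSO wells and 100% = positive control at its reference dose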
Active calls of the source: *; ? = inconclusive; · = no result given.

molecule	KLF5 inhibitor	HSP90 inh	AI-2 QS modul	aSyn UTR inh	Platelet DG rel	HSF1 inh	IEC-6 tox	HIF act	HSF-1 act	SKKanGAS inh
CCC12C(=O)C(CC)(C(c3ccccc3)=C1c1ccccc1)[C@@H]1C(=O)N(c3ccc(C)cc3)C(=O)C12 (some centres not stated)	-29	2	14	51	-16	8	-4	-0.9	43	-15
O=C(NCC1CCCO1)c1ccc(S(=O)(=O)N2CCC(c3nc4ccc(Cl)cc4[nH]3)CC2)cc1 (configuration not stated)	13	2	7	27	1	-3	4	0.2	-16	11
CCOC(=O)C1CCN(C(=O)CN(c2ccc(Cl)c(C(F)(F)F)c2)S(C)(=O)=O)CC1	-7	1	10	10	2	0	5	0.9	7	0
COc1ccc2oc(C(=O)c3ccccc3)c(NC(=O)CN3CCN(C)CC3)c2c1	-3	2	2	-56	·	-4	1	-0.6	19	17
Cc1cc(C)n2nc(N)c(N=Nc3ccccc3)c2n1	-37	-6	6	-46	?	1	7	0.3	20	-1
Cn1c(SCn2nnc3ccccc3c2=O)nc2ccccc2c1=O	-14	1	8	-11	0	10	-5	0.1	16	0
FC(F)(F)c1ccnc(Sc2n[nH]c(C(F)(F)F)n2)c1	-22	3	18	-8	6	4	-7	-0.2	5	-7
O=S(=O)(Nc1ccc(-c2cnco2)cc1)c1ccccc1	27	-1	29	16	13	0	0	-0.2	2	12
O=P(O)(CP(=O)(c1ccccc1)c1ccccc1)c1ccccc1	-2	2	43	-13	0	-1	8	-0.1	5	-3
Cc1ccc(CCC(=O)Nc2cc(Cl)ccc2Cl)o1	-41	0	-12	2	0	4	-6	-1.1	19	21
O=C(COC(=O)CNC(=O)c1ccccc1)Nc1nc(-c2ccccc2)cs1	-66	-9	-10	-71	-13	10	2	1.3	9	-5
Cc1ccnc(NC(=O)c2cnc(Cl)c(Cl)c2)c1	-22	0	6	-62	7	1	-2	2.2	25	1
CCN(C(=O)COC(=O)c1cc(-c2ccccc2)nc2c1c(C)nn2-c1ccccc1)C1CCS(=O)(=O)C1 (configuration not stated)	-20	0	27	3	6	-1	1	-0.1	0	37
CSc1ccccc1NC(=O)CSCc1ccc(C)cc1	-16	0	0	-113	1	-4	0	3.3	13	9
O=C1C2C3C=CC(CC3)C2C(=O)N1/N=C/c1ccco1 (configuration not stated)	-31	-1	9	11	-4	3	2	0.5	-7	4
COc1cc(C(=O)NCCN2CCOCC2)cc(OC)c1OC	-14	-2	10	15	5	2	-3	0.0	-1	-2
O=C(c1ccc(CNS(=O)(=O)c2ccc(Br)cc2)cc1)N1CCCCCC1	-28	-2	68	-19	2	4	-10	0.3	6	10
O=C1COc2ccc(C(=O)c3ccccc3C(=O)NCc3ccco3)cc2N1	-34	4	15	35	-1	-7	-5	1.0	-4	2
CCC(C)NS(=O)(=O)c1ccc(NC(=O)CCC2CCCCC2)cc1 (configuration not stated)	1	-3	11	8	-2	1	1	0.1	-6	0
O=C(Nc1nnc(C2CC2)s1)c1cccc(S(=O)(=O)N2CCc3ccccc32)c1	-25	-4	5	1	-2	-5	-5	0.1	-5	15
O=CN1Cc2ccccc2-c2ccccc2C1	-25	1	-6	6	0	-3	2	-10	11	0
COC(=O)c1ccc(OCC(O)CN2CCN(C(=O)c3ccco3)CC2)c(OC)c1 (configuration not stated)	-29	1	0	-2	-2	2	4	-0.2	6	4
CN(C)NC(=O)C(NC(=O)c1ccc(N)cc1)C12CC3CC(CC(C3)C1)C2 (configuration not stated)	-47	2	15	0	-1	0	-7	-0.1	8	7
O=S(=O)(NCC1CCCO1)c1ccc(S(=O)(=O)N(Cc2ccc(F)cc2)C2CCCCC2)cc1 (configuration not stated)	-20	4	11	31	-4	7	1	-0.3	13	-6
CCOC(=O)Nc1sc2c(c1C#N)CCC(C)C2 (configuration not stated)	-77	2	13	-161	-1	21	6	4.2	33	-1
CSc1nc(N2CCOCC2)cc(N2CCOCC2)n1	-22	2	14	19	-3	-5	7	-0.1	-10	-2
C/C(=N\OC(=O)c1ccccc1)c1c(C)nc2cc(C)ccn12	-11	2	0	-21	15	-1	6	0.8	-4	1
COc1ccc(C(=O)C2CCCN(Cc3sc(N4CCCC4)nc3Cl)C2)c(OC)c1 (configuration not stated)	-12	0	26	-1	0	10	0	-0.4	7	5
Cn1cccc1Cc1nnc(SCC(=O)Nc2nccs2)n1C	-16	-1	20	-15	0	-9	-4	-0.9	-12	-3
O=C(Cn1cncn1)N/N=C/c1ccncc1	10	1	3	-15	11	-2	-2	-0.6	5	1
CC(C)(C)C(=O)COC(=O)c1cc(S(=O)(=O)N2CCCCC2)ccc1N1CCOCC1	·	·	12	-6	-4	0	·	-0.2	-2	-9
O=S(=O)(Oc1ccc(C(=S)N2CCOCC2)cc1)c1ccc(Cl)cc1	-12	-5	31	11	10	1	0	-3.2	26	-1
CC(=O)N=c1sc(C(C)(C)C)c(C)n1C	-20	1	16	-2	7	-10	2	-0.4	-7	-2
Cc1ccc(S(=O)(=O)NC(N)=NCCc2ccc(Cl)cc2)cc1C	-15	-2	7	13	6	-4	2	0.1	-7	3
CCc1cccc(CC)c1NC(=O)C(NS(=O)(=O)c1cccs1)c1ccccc1 (configuration not stated)	7	3	15	-5	-7	-14	1	-0.3	-1	2
COc1cc(-n2c(=O)c3ccccc3n(CC(=O)c3ccc(Br)cc3)c2=O)cc(OC)c1OC	6	1	13	2	-1	-1	1	0.2	-6	2
Fc1ccccc1COc1ccc(/C=N/n2cnnc2)cc1	-28	0	38	-43	13	7	4	0.5	12	5
OCCNc1nc2ccccc2n1CC(O)c1ccccc1 (configuration not stated)	6	-3	8	-15	13	-1	-2	0.0	-2	2
Cc1cc(N=NC(=O)c2ccccc2)ccc1O	-18	0	48	-38	1	18	-2	0.0	21	·
Cc1cc(C)nc(NC(=O)C2c3ccccc3Oc3ccccc32)n1	-6	-1	22	-8	-5	0	-1	0.1	-6	1
O=C(c1nc2nc(-c3ccccc3)cc(C(F)(F)F)n2n1)N1CCOCC1	-16	4	26	15	0	-7	2	-0.7	-2	-4
CS(=O)(=O)N1CCC(Oc2ccccc2C(=O)NC(C2CC2)C2CC2)CC1	-9	-2	21	-47	2	6	-9	0.3	14	-8
Cc1cc(C)cc(NC(=O)CCn2cnc3cc(C)c(C)cc32)c1	32	3	11	-1	-2	8	10	0.2	-2	-6
O=C(CNC(=O)c1ccc2c(c1)OCO2)N/N=C/c1cc(Br)ccc1O	45	1	11	54	4	-11	4	1.4	-19	61*
Cc1ccn2c(Nc3ccccc3)c(-c3ccccn3)nc2c1	-38	3	19	54	-6	8	-2	8.6	11	76*
O=C(O)COc1ccccc1C(Nc1ccccn1)c1cc(Cl)c2cccnc2c1O (configuration not stated)	-9	-3	13	-37	-9	9	2	0.2	12	-3
Nc1nc(-c2ccc(Cl)cc2)cn1N	-57	2	10	0	4	-5	2	-0.5	-8	-1
C=CCn1c(Oc2ccc(C=O)cc2OCC)nc2c1c(=O)n(C)c(=O)n2C	-19	-2	28	2	0	6	-6	0.0	2	-1
O=C(Nc1cc(S(=O)(=O)N2CCCCC2)ccc1O)c1ccccc1NS(=O)(=O)c1ccc(F)c(F)c1	-29	-5	44	10	15	6	-2	0.7	16	26
CCOc1ccc(/C=N/Nc2cc(C)nc(N3CCOCC3)n2)cc1	-2	6	·	-105	-32	-4	1	3.1	13	-7
Cc1ccc(NS(=O)(=O)c2c(C(=O)N3CCCCCC3)c(C)n(C)c2C)c(C)c1	-5	2	-4	-3	-4	-1	5	-0.6	-21	-2
COCCSc1nnc(NS(=O)(=O)c2ccc(C)cc2)s1	6	-9	31	-33	-5	-8	-2	-0.3	20	-20
Cc1ccc(S(=O)(=O)Nc2ccc3nc(N)sc3c2)cc1	5	-1	30	-2	-15	1	6	-0.4	-11	20
CCC(=O)NC(=S)Nc1ccccc1OC	-26	2	4	-5	0	-3	-1	-0.1	-10	-3
COc1ccccc1C(=O)NC(=Nc1nc2ccccc2o1)NC(=O)c1ccccc1OC	-12	1	17	-92	-5	-7	3	0.6	11	17
COc1cccc(N(CC(=O)NCc2ccco2)C(=O)CCC(=O)Nc2nccs2)c1	-18	0	10	18	13	-9	-3	0.0	-10	6
O=C(O)/C=C/C(=O)Nc1ccc(OC(F)(F)F)cc1	14	7	30	-9	1	-5	6	0.8	-13	-4
COc1nc2c(c(-c3cc(Br)cs3)c1C#N)Cc1ccccc1-2	-9	8	21	14	1	-4	4	-0.5	-9	-18
CCOC(=O)c1sc(NC(=O)CN2C(=O)c3cccc4cccc(c34)C2=O)nc1C	-2	-1	-32	-34	-12	8	3	-0.1	10	-3
Cc1nc2c(C(=O)NCCC(C)C)c[nH]n2c(=O)c1Cl	-12	4	36	8	2	-13	-5	-0.1	-1	8
C=CCn1c(OCc2ccccc2)n[nH]c1=S	-24	-1	17	4	-5	-8	-2	-2.7	9	3

Screening data as filed in PubChem.
